Screening results as filed in PubChem BioAssay.
GASC1 inh = inhibitors of GASC-1 (KDM4C) histone demethylase, primary screen, biochemical, single concentration HTS; GST-KDM4C 2-372, H3K9me3 peptide, LANCE TR-FRET; inhibition, % at 12.5 µM; 0.15% of 96,000 active;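 active = mean replicate inhibition above about 25%, with at least 55% of replicates also reaching it, limit read from the data, passing the limit was not always enough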
Target sequence (Q9H3R0 2-372 limits assumed): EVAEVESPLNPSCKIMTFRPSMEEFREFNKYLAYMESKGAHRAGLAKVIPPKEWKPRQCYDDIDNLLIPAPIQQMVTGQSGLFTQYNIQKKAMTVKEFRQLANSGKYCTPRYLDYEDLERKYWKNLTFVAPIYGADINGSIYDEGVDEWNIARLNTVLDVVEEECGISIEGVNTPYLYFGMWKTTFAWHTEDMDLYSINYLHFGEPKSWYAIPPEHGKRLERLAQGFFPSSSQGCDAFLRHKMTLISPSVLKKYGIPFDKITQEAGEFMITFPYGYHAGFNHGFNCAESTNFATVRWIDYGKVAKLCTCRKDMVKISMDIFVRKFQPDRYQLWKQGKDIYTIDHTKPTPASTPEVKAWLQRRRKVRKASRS
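Test system – GST-tagged GASC-1 (JMJD2C) catalytic fragment, aa 2-372 · Medium – HEPES buffer, pH 7.5, plus ascorbate · Reagent – H3K9me3 peptide with Fe(II)/2OG · Compound – one test concentration per compound · Timing – 30 min reaction, 60 min detection, RT · Technique – TR-FRET with Eu antibody and ULight streptavidin, EDTA stop · Read-out basis – inhibition from TR-FRET ratio decrease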
Tcruzi prolif = T. cruzi intracellular proliferation inhibitors, primary screen, cell-based, beta-gal Tulahuen parasites, NIH3T3 host, luminescence; AID 624255, 2012; 5.9% of 77,000 active; T. cruzi beta-gal in NIH3T3, GalScreen luminescence, 90 h; inhibition, % at 8.34 µM;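 active = mean inhibition above about 93%, with at least 55% of replicates each passing it, limit read from the data, passing the limit was not always enough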
Pf Dd2 inh = P. falciparum Dd2 growth inhibitors, primary screen, SYBR Green fluorescence, single dose replicates; 72 h; hits give low values; activity change, % at 10 µM; 2.3% of 94,000 active; in the data active = activity change below about -80%
C diff HTS = C. difficile growth inhibitors, primary screen, HTS. Clostridium difficile clinical isolate growth, OD600, 24 h; hits give low values. 0.25% of 86,000 active. growth activity, negative = inhibition, % at 16 µg/mL (by protocol);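 active = mean growth activity at or below -80% and every replicate also at or below -80%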;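 note: 0% = DMSO wells and -100% = levofloxacin 16 µg/mL wells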
* hit, by the source's call; · = no result given; & = joins results of further samples.

Values run as follows: Tcruzi prolif, Pf Dd2 inh, C diff HTS, GASC1 inh
CO[C@H]1CN(C)C(=O)c2ccc(NS(=O)(=O)c3ccccc3)cc2OC[C@H](C)N(C(=O)NC(C)C)C[C@H]1C
→ -7, 13, -2, 1.3
CC(C)NC(=O)Nc1cccc2c1O[C@H](CN(C)CC1CC1)[C@@H](C)CN([C@@H](C)CO)C2=O
→ ·, 0, -1, -0.2
C[C@@H]1CN([C@H](C)CO)C(=O)c2cc(NS(=O)(=O)c3cccs3)ccc2O[C@@H](C)CCCCO[C@@H]1CN(C)C(=O)CCC(F)(F)F
→ -33, -29, 0, 0.3
C[C@@H]1CN([C@H](C)CO)C(=O)c2c(c3ccccc3n2C)-c2ccccc2CO[C@H]1CN(C)C
→ 106*, 28, 3, 1.4
C/C=C/c1ccc2c(c1)O[C@@H](CN(C)Cc1ccc(C(=O)O)cc1)[C@@H](C)CN([C@@H](C)CO)S2(=O)=O
→ ·, -10, 3, 0.0
C[C@@H]1CN([C@@H](C)CO)C(=O)Cc2cc(NC(=O)c3ccncc3)ccc2O[C@H]1CN(C)C(=O)NC1CCCCC1
→ -20, -20, -10, -17
COc1ccc(NC(=O)N2CC(=O)N3[C@H](CO)[C@@H](c4ccc(-c5ccc(C)cc5)cc4)[C@@H]3C2)cc1
→ ·, -25, -11, -0.1
C[C@H](CO)N1C[C@H](C)[C@H](CN(C)S(=O)(=O)c2cn(C)cn2)Oc2ccc(N(C)C)cc2C1=O
→ 67, 20, 0, 6.6
CCCNC(=O)[C@@H]1[C@@H](CO)[C@@H]2Cn3c(ccc(C4=CCCC4)c3=O)[C@H]1N2C(C)=O
→ 106*, 13, 1, 2.5
C[C@@H]1CN([C@H](C)CO)C(=O)Cc2cc(NS(=O)(=O)c3ccc(Cl)cc3)ccc2O[C@@H]1CN(C)S(=O)(=O)c1cn(C)cn1
→ 7, 24, 2, 1.4

Compound profiles, as listed above:
`C[C@@H]1CN([C@H](C)CO)C(=O)Cc2cc(NS(=O)(=O)c3ccc(Cl)cc3)ccc2O[C@@H]1CN(C)S(=O)(=O)c1cn(C)cn1` reads Tcruzi prolif: 7; Pf Dd2 inh: 24; C diff HTS: 2; GASC1 inh: 1.4
`C[C@H](CO)N1C[C@H](C)[C@H](CN(C)S(=O)(=O)c2cn(C)cn2)Oc2ccc(N(C)C)cc2C1=O` reads Tcruzi prolif: 67; Pf Dd2 inh: 20; C diff HTS: 0; GASC1 inh: 6.6

(listing goes on)
Values run as follows: Tcruzi prolif, Pf Dd2 inh, C diff HTS, GASC1 inh
COc1ccc(-c2cn(CC[C@@H]3CC[C@@H](NC(=O)NC(C)C)[C@H](CO)O3)nn2)cc1
→ -7, 18, 4, -0.5
C[C@@H]1CCCCO[C@@H](CN(C)C(=O)Nc2ccccc2)[C@H](C)CN([C@H](C)CO)C(=O)c2cc(NC(=O)Cc3ccccc3)ccc2O1
→ 67, -38, ·, 0.3
CNC[C@H]1Oc2c(cccc2N(C)C)C(=O)N([C@@H](C)CO)C[C@H]1C
→ 9, 34, 0, 0.9
CO[C@@H]1CN(C)C(=O)c2ccc(NC(=O)c3cc(C)on3)cc2OC[C@@H](C)N(S(=O)(=O)c2cccc(C)c2)C[C@H]1C
→ ·, -86*, ·, 0.3
CCC(=O)N1CC[C@H]2[C@@H]1c1cc(-c3cccc(F)c3)ccc1N(C)[C@H]2CO
→ 77, -2, -5, 2.5
Cc1noc(C)c1S(=O)(=O)Nc1cccc2c1O[C@H](CN(C)C(=O)NC(C)C)[C@H](C)CN([C@@H](C)CO)C2=O
→ -12, -6, -1, 3.3
COCc1cn(CC[C@H]2CC[C@@H](NC(=O)c3ccccc3)[C@H](CO)O2)nn1
→ -21, -17, 4, 0.7
Cc1noc(C)c1NC(=O)N(C)C[C@H]1OCCCC[C@@H](C)Oc2ccc(NC(=O)Nc3ccccc3)cc2C(=O)N([C@H](C)CO)C[C@@H]1C
→ -28, 25, -1, 0.6
COc1ccc(NC(=O)N(C)C[C@@H]2Oc3ccc(NS(=O)(=O)c4ccc(C)cc4)cc3C(=O)N([C@@H](C)CO)C[C@H]2C)cc1
→ -14, -3, ·, -3.2
C[C@H](CO)N1C[C@H](C)[C@H](CN(C)S(=O)(=O)c2cn(C)cn2)Oc2ncc(C#CCN(C)C)cc2C1=O
→ -5&8, 36&33, 1&-2, 7.4

Two of these compounds in another layout:
> C[C@@H]1CCCCO[C@@H](CN(C)C(=O)Nc2ccccc2)[C@H](C)CN([C@H](C)CO)C(=O)c2cc(NC(=O)Cc3ccccc3)ccc2O1
  Tcruzi prolif: 67
  Pf Dd2 inh: -38
  C diff HTS: ·
  GASC1 inh: 0.3

> COCc1cn(CC[C@H]2CC[C@@H](NC(=O)c3ccccc3)[C@H](CO)O2)nn1
  Tcruzi prolif: -21
  Pf Dd2 inh: -17
  C diff HTS: 4
  GASC1 inh: 0.7

Next structures follow:
Values run as follows: Tcruzi prolif, Pf Dd2 inh, C diff HTS, GASC1 inh
O=C(Cc1cccnc1)N[C@@H]1CC[C@@H](CCn2cc(-c3ccccc3F)nn2)O[C@H]1CO
→ -107, -28, -3, -0.7
Cc1noc(C)c1NC(=O)Nc1ccc2c(c1)C(=O)N([C@@H](C)CO)C[C@@H](C)[C@@H](CN(C)CC1CCCCC1)OCCCC[C@H](C)O2
→ -14, -8, -1, 0.1
C[C@@H](O)C#Cc1cnc2c(c1)C(=O)N([C@@H](C)CO)C[C@H](C)[C@@H](CN(C)Cc1cncnc1)O2
→ -50, 28, -3, -0.2
C[C@@H]1CN([C@H](C)CO)C(=O)c2cccc(NC(=O)Nc3cccc4ccccc34)c2O[C@H]1CN(C)C(=O)Nc1cccc2ccccc12
→ 48, -23, -14, 2.1
O=C(c1ccncc1)N1CCCCN2[C@H](C1)[C@H](c1ccc(C#Cc3ccccn3)cc1)[C@@H]2CO
→ 93, 21, 2, 22
COC(=O)C[C@@H]1CC[C@H]2[C@@H](COc3ccc(NC(=O)NC(C)C)cc3C(=O)N2C)O1
→ 2, -3, -7, 0.7
O=C(C[C@H]1CC[C@H]2[C@@H](COC[C@@H](O)CN2C(=O)Nc2cccc(Cl)c2)O1)NCCCN1CCOCC1
→ -23, -15, 49&31, -3.1
COc1ccc(NC(=O)Nc2ccc3c(c2)C(=O)N([C@H](C)CO)C[C@H](C)[C@H](CN(C)C(=O)Nc2ccccc2)O3)cc1
→ -10, 6, -2, -0.1
CCCNC(=O)C[C@H]1C[C@H]2c3cc(NC(=O)C4CCOCC4)ccc3O[C@H]2[C@H](CO)O1
→ ·, 10, -4, -1.0
C[C@H]1CCCCO[C@H](CN(C)C)[C@@H](C)CN([C@@H](C)CO)C(=O)c2cc(NS(=O)(=O)c3cccs3)ccc2O1
→ 11, 65, 1, 1.9
O=C(C[C@@H]1CC[C@@H](NC(=O)Nc2ccccc2)[C@H](CO)O1)NCc1cccc(F)c1
→ ·, 14, 3, -0.3
CCCC#Cc1cnc2c(c1)C(=O)N([C@H](C)CO)C[C@H](C)[C@H](CN(C)C(=O)Nc1cc(F)ccc1F)O2
→ 21, -35, -4, -1.6
Cc1noc(C)c1NC(=O)Nc1ccc2c(c1)C(=O)N([C@@H](C)CO)C[C@@H](C)[C@@H](CN(C)C(=O)Nc1ccc(C(F)(F)F)cc1)OCCCC[C@@H](C)O2
→ 43, -79, -6, -2.1
CC(C)CC#Cc1ccc2c(c1)O[C@@H](CN(C)C(=O)c1cccc(F)c1)[C@@H](C)CN([C@H](C)CO)S2(=O)=O
→ 120*, -23, 9, -0.9
C[C@@H]1CN([C@@H](C)CO)C(=O)Cc2cc(NC(=O)C3CC3)ccc2O[C@@H]1CN(C)Cc1ccc(C(=O)Nc2ccccc2N)cc1
→ 87, -52, -1, 3.1
CN1[C@@H]2c3ccc(C4=CCCC4)c(=O)n3C[C@H]1[C@H](CO)[C@H]2C(=O)NC1Cc2ccccc2C1
→ 71, 11, 1, -3.2
CC(C)CC#Cc1cnc2c(c1)C(=O)N([C@@H](C)CO)C[C@H](C)[C@@H](CN(C)C(=O)Cc1ccccc1)O2
→ 105, -6, -10, -1.6
Cc1noc(C)c1NC(=O)Nc1ccc2c(c1)C(=O)N([C@@H](C)CO)C[C@H](C)[C@@H](CN(C)C(=O)Nc1cccc3ccccc13)OCCCC[C@@H](C)O2
→ 85, -21, -1, 0.1
CC=Cc1ccc2n(c1=O)C[C@@H]1[C@@H](CO)[C@H](C(=O)NCCC)[C@H]2N1C(=O)C1CCC1 (mixture of isomers)
→ ·, 4, -2, 1.6
Cc1noc(C)c1NC(=O)Nc1ccc2c(c1)C(=O)N([C@H](C)CO)C[C@H](C)[C@H](CN(C)CC1CCCCC1)OCCCC[C@@H](C)O2
→ 9, 3, 4, -1.0
O=C(C[C@H]1CC[C@H]2[C@@H](COC[C@H](O)CN2C(=O)c2cnccn2)O1)NCc1ccc(Oc2ccccc2)cc1
→ ·, -3, -2&-6, -3.1
C[C@H](CO)N1C[C@H](C)[C@@H](CN(C)Cc2ccccn2)Oc2cc(Br)ccc2S1(=O)=O
→ 45, -17, 4, 0.6
C[C@@H]1CCCCO[C@H](CN(C)C(=O)Nc2ccc(C(F)(F)F)cc2)[C@H](C)CN([C@H](C)CO)C(=O)c2cc(NS(C)(=O)=O)ccc2O1
→ 15, -80, 22, -0.1
C[C@H](CO)N1C[C@H](C)[C@H](CN(C)C(=O)c2ccc3c(c2)OCO3)Oc2cc(/C=C/c3ccccc3)ccc2S1(=O)=O
→ 106*, -83*, 1, -1.5
C[C@H](CO)N1C[C@H](C)[C@H](CN(C)Cc2cncnc2)Oc2ncc(C#Cc3ccccn3)cc2C1=O
→ 79, 37, 1, 1.0
CC=Cc1ccc2n(c1=O)C[C@@H]1[C@@H](CO)[C@H](C(=O)NCCCN(C)C)N(Cc3cocn3)[C@H]21 (mixture of isomers)
→ 6, 9, 1, -0.9
C[C@H]1CN([C@@H](C)CO)C(=O)c2cccc(NC(=O)C3CCOCC3)c2O[C@@H]1CN(C)C(=O)Nc1cccc2ccccc12
→ 93, 25, -1, 5.5
O=C(C[C@@H]1CC[C@@H](NC(=O)c2ccncc2)[C@@H](CO)O1)NCC1CCCCC1
→ -24, 16, ·, 0.2
C[C@@H]1CN([C@@H](C)CO)C(=O)c2cc(C#Cc3ccccc3F)cnc2O[C@@H]1CN(C)C(=O)C1CCCCC1
→ ·, -31, 1, -0.5
CO[C@@H]1CN(C)C(=O)c2cc(NC(C)=O)ccc2OC[C@@H](C)N(CCC(F)(F)F)C[C@H]1C
→ -30, -1, ·, 0.3
O=C(CCN1CCCCC1)N[C@@H]1CC[C@H](CCNS(=O)(=O)c2ccccc2)O[C@@H]1CO
→ 29, -8, ·, -0.2
COCCNC(=O)C[C@@H]1C[C@H]2c3cc(NC(=O)C4CCOCC4)ccc3O[C@H]2[C@@H](CO)O1
→ 14, 1, ·, 3.0
CC(C)NC(=O)N(C)C[C@H]1Oc2ccc(NC(=O)CCCCCC(=O)Nc3ccccc3N)cc2CC(=O)N([C@@H](C)CO)C[C@H]1C
→ 9, 21, -8, 2.0
COc1ccc(S(=O)(=O)N(C)C[C@H]2Oc3ccc(NC(=O)NC(C)C)cc3C(=O)N([C@@H](C)CO)C[C@H]2C)cc1
→ -3, -17, -1, -0.7
N#Cc1cccc(-c2ccc([C@H]3[C@@H](CO)N4CCCCN(S(=O)(=O)c5ccccc5)C[C@H]34)cc2)c1
→ 75, -34, 6, -2.5
CNC[C@H]1Oc2ccc(NC(=O)Nc3ccccc3)cc2CC(=O)N([C@H](C)CO)C[C@@H]1C
→ 40, 4, -2, -1.4
CNC[C@@H]1Oc2ccc(NC(=O)Nc3ccc(C(F)(F)F)cc3)cc2CC(=O)N([C@@H](C)CO)C[C@H]1C
→ 11, 15, 4, -2.1
CC(C)CC#Cc1ccc2c(c1)O[C@H](CN(C)C(=O)CC1CC1)[C@@H](C)CN([C@@H](C)CO)S2(=O)=O
→ ·, -69, -2, 0.0
Cc1ccc(S(=O)(=O)N(C)C[C@H]2Oc3c(NC(=O)Nc4ccc5c(c4)OCO5)cccc3C(=O)N([C@H](C)CO)C[C@@H]2C)cc1
→ 49, -23, -5, -0.4
COc1ccc(CN(C)C[C@@H]2Oc3ccc(NC(=O)NC4CCCCC4)cc3C(=O)N([C@H](C)CO)C[C@H]2C)cc1
→ ·, 9, -1, 1.0
O=C([C@H]1N[C@H]2c3ccc(C4=CCCCC4)c(=O)n3C[C@H]2[C@@H]1CO)N1CCC(Cc2ccccc2)CC1
→ 33, ·, 53, -2.2
Cc1noc(C)c1NC(=O)N(C)C[C@@H]1OCc2cnnn2CCCC(=O)N([C@@H](C)CO)C[C@@H]1C
→ 2, 24, -6, 3.9
C[C@H](CO)N1C[C@H](C)[C@@H](CN(C)Cc2ccc3c(c2)OCO3)Oc2ccc(NC(=O)Nc3ccccc3)cc2CC1=O
→ 60, -83*, 11, 3.4
C[C@@H]1CCCCO[C@H](CN(C)Cc2ccccc2)[C@H](C)CN([C@@H](C)CO)C(=O)c2cc(NC(=O)c3ccccc3)ccc2O1
→ 54, -47, -3, 0.5
